# Assay outcomes (PubChem)
# MazF activator – activators of E. coli MazEF toxin-antitoxin RNase, primary screen, biochemical, fluorescence, uHTS; FAM/BHQ RNA-DNA oligo cleavage fluorescence, 5 h; AID 504720, 2011; hit rate 0.32% among 350,000; Endoribonuclease toxin MazF (Escherichia coli (strain K12)), P0AE70; activation, % at 20 µM; in the data active = activation above about 50%
# Target sequence (P0AE70 whole entry, looked up): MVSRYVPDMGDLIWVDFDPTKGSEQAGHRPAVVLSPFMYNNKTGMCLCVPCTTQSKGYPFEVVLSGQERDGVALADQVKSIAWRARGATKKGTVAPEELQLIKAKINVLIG
# Mtb FBA inh – Mtb FBA enzyme inhibitors, primary screen, biochemical, fluorescence, strain H37Rv; hit rate 2.3% among 360,000; Fructose-bisphosphate aldolase (Mycobacterium tuberculosis (strain ATCC 25618 / H37Rv)), …; inhibition, % at 1 µM; purified M. tuberculosis FBA, fluorescence read-out; in the data active = inhibition above about 27%;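 note: 0% = vehicle and 100% = reference inhibitor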
# Target sequence (P9WQA3 whole entry, looked up): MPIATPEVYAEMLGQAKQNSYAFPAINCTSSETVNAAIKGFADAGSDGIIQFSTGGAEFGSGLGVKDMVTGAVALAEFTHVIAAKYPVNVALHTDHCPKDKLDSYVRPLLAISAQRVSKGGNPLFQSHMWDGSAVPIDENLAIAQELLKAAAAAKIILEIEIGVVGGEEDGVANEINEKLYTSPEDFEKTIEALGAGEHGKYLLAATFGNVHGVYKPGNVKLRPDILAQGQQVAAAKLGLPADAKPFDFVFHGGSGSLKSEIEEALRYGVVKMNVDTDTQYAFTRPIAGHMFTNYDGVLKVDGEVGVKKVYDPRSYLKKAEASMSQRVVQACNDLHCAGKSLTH
# Rv3671c protease – Rv3671c serine protease inhibitors, primary screen, biochemical, fluorescence polarization, M. tuberculosis H37Rv | P9WHR9 | inhibition, % at 5.96 µM | hit rate 0.048% among 320,000 | AID 2606, 2010; in the data active = inhibition above about 38%;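 note: extracellular domain of Rv3671c used as enzyme; 0% = enzyme with DMSO and 100% = no enzyme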
# Target sequence (P9WHR9 whole entry, looked up, the tested form may be a part): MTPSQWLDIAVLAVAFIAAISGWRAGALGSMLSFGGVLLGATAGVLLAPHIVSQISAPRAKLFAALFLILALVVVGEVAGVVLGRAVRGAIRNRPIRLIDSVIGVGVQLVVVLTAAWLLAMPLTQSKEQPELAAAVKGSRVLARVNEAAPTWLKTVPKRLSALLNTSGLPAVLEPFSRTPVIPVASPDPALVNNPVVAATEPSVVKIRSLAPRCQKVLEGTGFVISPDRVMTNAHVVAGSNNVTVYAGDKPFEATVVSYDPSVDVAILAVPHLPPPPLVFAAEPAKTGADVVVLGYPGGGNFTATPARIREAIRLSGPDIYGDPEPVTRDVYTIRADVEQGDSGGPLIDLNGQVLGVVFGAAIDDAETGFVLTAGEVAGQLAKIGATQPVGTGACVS
# PrPC surface inh – inhibitors of human cell surface prion protein PrPC, primary screen, cell-based, TR-FRET; Major prion protein (Homo sapiens), P04156; inhibition, % at 13.8 µM; hit rate 0.43% among 370,000; TR-FRET read-out; in the data active = inhibition above about 24%; note: 0% = median of the test wells and 100% = reference compound wells
# Mtb UGM inh – M. tuberculosis UGM enzyme inhibitors, primary screen, biochemical, fluorescence polarization, single point; hit rate 0.06% among 320,000; purified UGM, fluorescence polarization probe displacement; UDP-galactopyranose mutase (Mycobacterium tuberculosis (strain ATCC 25618 / H37Rv)), …; inhibition, % at 10 µM; in the data active = inhibition above about 10%, passing the limit was not always enough
# GDH-TPI inh – GDH-TPI coupling enzyme inhibitors, primary screen, artefact control for M. tuberculosis FBA inhibitor project, biochemical, absorbance, full deck; inhibition, % at 4.8 µM; hit rate 1.2% among 360,000; GDH-TPI coupled enzyme counterscreen, NADH absorbance; in the data active = inhibition above about 30%;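 note: 0% = DMSO wells and 100% = wells lacking the enzyme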
# BioA inh – M. tuberculosis BioA enzyme inhibitors, primary screen, biochemical, plate reader, single point, HTS | 7,8-diaminopelargonic acid synthase BioA (Mycobacterium tuberculosis) | inhibition, % at 9.99 µM | purified M. tuberculosis BioA enzyme | AID 602481, 2012 | hit rate 0.096% among 360,000; in the data active = inhibition above about 40%
# BoNT F protease – BoNT/F light chain protease inhibitors, primary screen, biochemical, flow cytometry, MLPCN library; inhibition, % at 10 µM; Multiplex microsphere protease cleavage assay; Botulinum neurotoxin type F light chain protease (Clostridium botulinum); hit rate 0.22% among 360,000; in the data active = inhibition above about 35%, passing the limit was not always enough; note: plate controls were buffer without enzyme for full effect and enzyme alone for no effect
# FadD28 FP inh – inhibitors of FadD28 bisubstrate probe binding, primary screen, biochemical, fluorescence polarization, single point; Mycobacterium tuberculosis FadD28 fatty-acid-AMP ligase; hit rate 0.22% among 360,000; AID 588549, 2011; inhibition, % at 12.5 µM; in the data active = inhibition above about 8.5%, passing the limit was not always enough
# Active calls of the source: *; x = not tested or not shown.
# Every second line gives: MazF activator	Mtb FBA inh	Rv3671c protease	PrPC surface inh	Mtb UGM inh	GDH-TPI inh	BioA inh	BoNT F protease	FadD28 FP inh
> O=C1CN(C(=O)COC(=O)CCc2ccccc2O)c2ccccc2N1
    -7	2	5	-3	-1.7	-2	-1.8	-10	1.4
> O=C(CN1C(=O)c2ccccc2C1=O)NC1CCCCC1
    0	1	-4	2	-1.1	6	-0.6	7	0.1
> CN(C(=O)c1cccc(NC(=O)Cc2ccc(NC(=O)C3CCCN(C(=O)CCc4ccccc4)C3)cc2)c1)C1CCCCC1 (stereo not given)
    -23	0	x	3	x	3	0.3	-4	-4.2
> COc1ccc(N/C=C/C(=O)c2sc(-c3ccccc3)nc2C)cc1
    -123	-18	-20	4	5.1	5	1.4	14	0.3
> CCC(C)NC(=O)c1c(N)n(/N=C/c2ccccn2)c2nc3ccccc3nc12 (stereo not given)
    -22	5	-3	0	-1.8	6	0.1	-11	-1.6
> COc1ccc(/C=N/NC(=O)CCc2nc3ccccc3[nH]2)cc1
    1	0	1	8	-1.3	17	x	-5	-3.4
> CC(=O)c1cccc(NC(=O)NC2CCCCC2)c1
    -5	1	4	x	0.4	-5	0.3	-3	-2.6
> c1ccc(CN2CCNCC2)nc1
    -12	6	0	4	2.8	16	-0.1	-9	-1.1
> COC(=O)c1sccc1NC(=O)Nc1ccc(C)c(C)c1
    -3	0	x	12	1.5	8	-0.5	-3	-2.3
> COc1ccc([C@H]2N[C@]3(CCCN(Cc4ccc(C)cc4)C3=O)[C@H]3C(=O)N(C)C(=O)[C@@H]23)cc1
    2	2	x	-4	x	6	-1.6	-6	-2.7
> CC(=O)Nc1cccc(-c2ccnc3c2CC(C(=O)Nc2ccccc2)O3)c1 (stereo not given)
    x	0	x	-7	x	-5	4.3	4	-1.8
> COc1cc2c(cc1OC)CN(c1ccc(-c3ccccc3OC)nn1)CC2
    21	-3	-3	x	-0.1	-2	-1.2	8	-1.9
> CN(C)CCCNc1nc2cc(-c3cccc(Cl)c3)sc2c(=O)n1C
    x	1	x	-15	x	14	1.1	-6	-13
> Cc1ccc(C)c(NC(=O)Cc2csc(-c3ccccc3)n2)c1
    6	2	-1	2	-0.7	0	x	-3	0.2
> CC(C)C[C@@H](CNCC(=O)[C@H](CC(C)C)NC(=O)c1[nH]cnc1C(=O)N[C@@H](C)CN)NC(=O)c1nc[nH]c1C(=O)N[C@@H](Cc1ccccc1)C(=O)O
    1	-1	x	-3	x	-1	0.3	-4	-1.1
> Cc1ccc(N(CC(=O)N/N=C/c2ccc(OCC(N)=O)cc2)S(C)(=O)=O)cc1Cl
    10	8	11	0	1.9	6	x	-12	-0.3
> COc1cc(-c2cc(C(=O)O)c3cc4c(cc3n2)OCCO4)cc(OC)c1OC
    1	-3	2	-12	1.6	20	0.7	1	-2.1
> Cc1nc(NC(=S)NC(=O)c2cccs2)ccc1Br
    -5	-1	-3	0	-0.2	0	x	-2	-2.5
> CN(C)S(=O)(=O)c1cccc(NC(=O)CNCC2CCCCC2)c1
    8	-1	0	-4	3.2	-2	x	-7	-2.2
> COC(=O)c1ccccc1-c1c2ccc(=N)cc-2oc2cc(N)ccc12
    x	-6	166*	-42	138*	5	-213	62*	129*
> C=CCCC1(CC(C)C)C(=O)NC(=S)NC1=O
    9	-1	x	-6	x	1	x	-1	-3.3
> O=C(COc1ccc(S(=O)(=O)N2CCOCC2)cc1)Nc1ccc2c(c1)OCCO2
    -9	0	-9	3	-1.0	0	3.1	-7	-3.4
> CCc1cccc2c1NC(=O)C2(O)N1CCCC(C)C1 (stereo not given)
    -2	-3	-3	3	0.0	-11	0.4	-2	-1.7
> COC(=O)c1cc(NC(=S)N2CCN(C(=O)C3CCCO3)CC2)cc(C(=O)OC)c1 (stereo not given)
    9	5	-8	4	-0.3	2	4.5	-6	-1.3
> CNC(=S)N(CCc1ccc(OC)c(OC)c1)C1CC(=O)N(c2ccccc2)C1=O (stereo not given)
    -4	0	1	x	-2.3	-5	0.9	5	0.6
> C=CCNC(=O)c1ccc(CSc2nc3ccccc3s2)cc1
    -6	0	-13	10	-0.2	-6	-0.2	2	-4.0
> O=C1c2ccccc2C(=O)N1CCc1c[nH]c2ccccc12
    3	1	-1	-12	1.0	-1	x	-3	2.6
> CCOc1ccccc1NC(=O)c1oc2ccccc2c1NC(=O)C1CC1
    7	1	3	-3	-0.9	-12	-0.8	10	-3.3
> O=C(NCC(c1ccc(F)cc1)N1CCOCC1)c1c(F)cccc1F (stereo not given)
    7	5	7	7	-0.5	-25	8.6	-4	-3.7
> COC(=O)C1=C(C)N(Cc2ccccc2)C(=NCCc2c[nH]c3ccccc23)N[C@H]1c1cccc(C(F)(F)F)c1
    -31	0	2	x	0.2	7	-0.6	-15	-9.4

# Retrieved by structure from the list above (3):
# Every second line gives: MazF activator	Mtb FBA inh	Rv3671c protease	PrPC surface inh	Mtb UGM inh	GDH-TPI inh	BioA inh	BoNT F protease	FadD28 FP inh
> COc1ccc(/C=N/NC(=O)CCc2nc3ccccc3[nH]2)cc1
    1	0	1	8	-1.3	17	x	-5	-3.4
> COC(=O)c1sccc1NC(=O)Nc1ccc(C)c(C)c1
    -3	0	x	12	1.5	8	-0.5	-3	-2.3
> c1ccc(CN2CCNCC2)nc1
    -12	6	0	4	2.8	16	-0.1	-9	-1.1

# (list continues)
# Every second line gives: MazF activator	Mtb FBA inh	Rv3671c protease	PrPC surface inh	Mtb UGM inh	GDH-TPI inh	BioA inh	BoNT F protease	FadD28 FP inh
> CCOc1cc(C)c(Cl)cc1S(=O)(=O)N1CCCC1
    5	2	5	3	-2.5	7	2.2	-14	0.0
> O=C(O)CNS(=O)(=O)c1ccc2c(c1)Cc1cc(S(=O)(=O)NCC(=O)O)ccc1-2
    -1	41*	0	0	-0.7	-1	0.4	20	-3.1
> COCc1cc(C)nc2sc(C(=O)NCCO)c(-n3cccc3)c12
    0	0	-9	3	0.0	-2	x	0	-2.5
> CCc1cc(=O)oc2cc(C)cc(OC(C)C(=O)NC3CCN(Cc4ccccc4)CC3)c12 (stereo not given)
    9	51*	-6	-1	0.0	1	-0.5	-2	-2.8
> CSc1ccccc1NC(=O)c1cnc2scc(C)n2c1=O
    15	-1	-3	7	-0.6	28	0.9	-4	-7.3
> Cc1cc(Oc2cc(NN3CCCCC3)c([N+](=O)[O-])cc2[N+](=O)[O-])c(C(=O)c2ccccc2)cc1Cl
    0	4	5	-4	1.9	20	-1.1	-2	-0.6
> CC1CCN(C(=O)COC(=O)CCCN2C(=O)c3cccc4cccc(c34)C2=O)CC1
    -2	26	x	-16	-0.4	14	-0.1	0	-4.2
> COc1cccc(/C=N/NC(=O)c2nnn(-c3nonc3N)c2C(C)C)c1OCc1ccc(F)cc1
    0	3	-52	x	-0.3	15	-0.6	2	-6.0
> COC(=O)CNC(=O)CCC(=O)N1CCN(C(c2ccccc2)c2ccccc2)CC1
    -3	-3	6	4	3.7	16	0.0	14	-1.5
> O=C(COc1cccnc1[N+](=O)[O-])Nc1ccc(Cl)c(S(=O)(=O)N2CCOCC2)c1
    8	0	-6	-14	0.2	1	8.0	-2	-3.8
> N#CC1=C(N)N(c2ccccc2)C(=O)C1
    9	-10	6	-8	0.6	-7	-1.4	-2	-2.4
> N#C/C(=C\c1ccccc1Cl)C(=O)Nc1ccccn1
    19	9	0	-3	-2.9	6	0.1	7	-0.5
> CCOC(=O)N1CCC(NC(=O)CN2C(=O)CCSc3ccccc32)CC1
    1	0	1	3	-1.0	0	-0.3	-6	-1.0
> Cc1onc(-c2ccccc2Cl)c1C(=O)N1CCc2ccccc21
    14	5	-6	7	2.6	10	-0.6	12	0.0
> O=S(=O)(NCC1OCCc2ccccc21)c1ccccc1 (stereo not given)
    -5	0	5	1	2.5	-4	-1.0	-9	-0.1
> Cc1cccc(C(=O)OCC(=O)Nc2ccc(F)cc2)c1
    4	-1	4	3	-1.0	3	10	7	-4.0
> CCOC(=O)CN(C(=O)CN1CCC(n2nnc3cc(C)ccc32)CC1)c1ccccc1
    -3	2	6	2	0.1	-6	7.1	12	-3.7
> CCOC(=O)Cn1c(=O)sc2ccccc21
    6	-4	3	-6	1.4	7	-6.0	1	-2.6
> CCSc1nnc(NC(=O)Cc2ccc(OC)c(OC)c2)s1
    -7	2	10	5	-1.4	-1	x	-5	1.0
> Cc1nc2c(F)c(F)c(C(F)(F)F)c(F)c2[nH]1
    4	4	-3	-3	2.1	-1	-1.4	-2	-4.9
> COc1ccc(NC(=O)COc2ccccc2C(=O)NCC(c2ccccc2)N(C)C)cc1Cl (stereo not given)
    -6	4	-2	-8	0.4	-4	2.5	4	-3.3
> CN(CC(O)CON=C1c2ccccc2-c2ccccc21)S(=O)(=O)c1ccc(Br)cc1 (stereo not given)
    0	1	-119	-5	x	3	x	-4	-0.7
> CCC1=C(OC(=O)N(CC)CC)N2C(=O)OC(=NCC(=O)OC)[C@]2(C)[C@H]2C1=CC[C@H]1C(=O)N(CC(=O)OC)C(=O)[C@H]12
    5	-1	8	-5	0.8	-5	-1.8	1	-3.0
> O=C(Nc1nsc(-c2ccccc2)n1)c1ccncc1
    2	8	-3	2	-0.6	11	-1.3	-4	0.3
> Cc1oc(-c2ccccc2Cl)nc1CS(=O)CC(=O)NCCc1ccccc1 (stereo not given)
    0	2	-3	5	-1.2	1	2.3	1	-2.0
> C=C1CCC[C@]2(C)C[C@H]3OC(=O)C(CNC(C)CCCC(C)C)[C@H]3CC12 (stereo not given in full)
    7	6	-2	10	-0.3	5	-0.5	-28	-1.6
> O=C(CSc1nnc2sc3ccccc3n12)c1ccco1
    9	-1	-1	-4	-1.3	1	-0.2	-6	0.8
> FC(F)C(F)(F)C1=CC(c2ccccc2)=NCCN1
    7	2	-4	0	0.4	23	0.1	-2	-4.0
> O=C(O)CC1c2ccccc2S(=O)(=O)N1Cc1ccccc1 (stereo not given)
    4	5	8	-1	0.0	9	-0.6	4	-1.8
> C[C@]12CCC3C(CC[C@H]4C[C@@H](O)CC[C@]34C)[C@H]1C=CC2=O (stereo not given in full)
    0	-1	1	0	-0.5	5	5.4	-9	x

# Every second line gives: MazF activator	Mtb FBA inh	Rv3671c protease	PrPC surface inh	Mtb UGM inh	GDH-TPI inh	BioA inh	BoNT F protease	FadD28 FP inh
> CSc1nc(Sc2ccccc2)c2ccccc2n1
    -6	0	6	2	-2.3	10	x	-10	-3.1
> O=C(O)c1cc(NS(=O)(=O)c2ccc3ccccc3c2)ccc1O
    5	2	-1	6	1.3	-2	-0.6	-2	x
> O=C(Nc1ncccc1Cl)c1cc2ccccc2o1
    12	-4	-2	-1	-2.5	-3	6.9	9	-5.6
> Cc1c(CN2CCC(CO)(Cc3ccccc3)CC2)c2ccccc2n1C
    13	4	-1	2	-1.1	1	x	1	-2.5
> NC(=O)c1cccc(-c2ccnc3c2CC(C(=O)NCCc2ccccc2)O3)c1 (stereo not given)
    x	0	x	8	x	9	0.9	-8	0.3
> O=C(Nc1cccnc1)c1cc(F)c(F)cc1Cl
    -3	3	0	-3	1.4	-1	2.1	-7	-0.8
> Cn1c(CN2CCOCC2)nc2cc(NC(=O)c3ccccc3Cl)ccc21
    3	6	-2	-1	1.6	9	0.7	-6	-1.0
> CCCCNC(=O)Nc1cnn(CC)c1C(N)=O
    8	3	8	1	-0.5	-7	-1.1	2	1.0
> N#CC(C(=O)NC1CC1)c1nc2ccccc2nc1N1CCCC1 (stereo not given)
    13	61*	-2	-5	-1.4	20	-3.1	4	-2.8
> Cc1ccc(N2C(=O)C3ON(c4ccccc4)C(c4ccncc4)C3C2=O)cc1 (stereo not given)
    -3	-2	-4	0	-0.4	-11	-0.7	0	-2.4
> O=[N+]([O-])c1cc(/C=N/n2c(-c3ccncc3)n[nH]c2=S)ccc1Cl
    -3	-2	-9	-1	-0.3	5	x	-4	-1.8
